# C1s inh = complement C1s protease inhibitors, primary screen, biochemical, 10-compound mixtures | Complement C1s subcomponent (Homo sapiens), P09871 | purified C1s, fluorogenic AMC substrate, pooled mixtures | mean inhibition % of two 10-compound mixtures (stronger effect = higher value), % at 5 µM (by protocol) | 0.16% of 62,000 active;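 active means inhibition above 20% in each of the two 10-compound mixture wells holding the compound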;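 further: 0% = enzyme wells lacking compound mixture and 100% = no-enzyme blank wells; some compounds called inactive have numbers as strong as hits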
# Ec RNAP inh = E. coli RNAP inhibitors, biochemical | E. coli RNA polymerase, fluorescence transcription assay | 0.2% of 62,000 active | DNA-directed RNA polymerase subunit beta (Escherichia coli (strain K12)), P0A8V2 | inhibition, %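 (tested at 10 µM)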; in the data active means inhibition above about 20%;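 further: 0% = enzyme without compound and 100% = no enzyme blank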
# AP complement = alternative complement pathway inhibitors, primary screen, biochemical, ELISA, human serum, orthogonally pooled compounds | LPS-coated ELISA, C3 deposition; tested in compound mixtures | inhibition, % at 5 µM | 0.08% of 62,000 active | AID 1235, 2008;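 active means inhibition above 30% in each of the two pooled mixtures holding the compound, so the lower value exceeds 30%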;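 further: 0% = serum in Mg-EGTA without compound and 100% = EDTA serum blank; some compounds past the cut are filed as inactive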
#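 Test system: human serum alternative complement pathway, C3 deposition on LPS-coated wells; also added: Plate-bound LPS; doses: 5 µM per compound in ten-compound mixtures; schedule: 1 h at 37 °C; detection: Anti-C3 ELISA, OD 450 nm; evaluation: percent inhibition of C3 deposition onto LPS; repeats: two pool placements per compound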
# CatB inh = human cathepsin B inhibitors, primary screen, biochemical, fluorogenic substrate; P07858; inhibition, %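 (tested at 10 µM)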; AID 453, 2006; purified cathepsin B, fluorescence; 0.1% of 63,000 active; in the data active means inhibition above about 21%;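 further: 0% = enzyme with no compound and 100% = no enzyme blank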
# CatS inh = inhibitors of human cathepsin S, biochemical, compound mixtures | 0.06% of 62,000 active | recombinant cathepsin S, AMC dipeptide fluorescence, pooled mixtures | inhibition, %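 (tested at 5 µM per compound within 10-compound mixtures)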 | AID 501, 2006; in the data active means inhibition above about 32%, passing the limit was not always enough;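 further: 0% = enzyme without compound and 100% = blank without enzyme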
# CatB mix inh = cathepsin B inhibitors from pooled compounds, primary screen, biochemical, compound mixtures, AMC fluorescence. Purified cathepsin B, AMC dipeptide fluorescence. inhibition, %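 (ten-compound pools at 5 µM per compound and 50 µM total)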. 0.06% of 62,000 active. AID 488, 2006; in the data active means inhibition above about 22%, passing the limit was not always enough;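 further: 0% = enzyme without compound and 100% = no enzyme blank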
# CatL inh = inhibitors of human cathepsin L, biochemical; purified cathepsin L, fluorogenic substrate, fluorescence; inhibition, %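 (tested at 10 µM)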; Procathepsin L (Homo sapiens), P07711; 0.17% of 58,000 active; in the data active means inhibition above about 45%;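 further: 0% = enzyme with no compound and 100% = no enzyme blank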
# Target sequence (P07711 114-288 limits assumed): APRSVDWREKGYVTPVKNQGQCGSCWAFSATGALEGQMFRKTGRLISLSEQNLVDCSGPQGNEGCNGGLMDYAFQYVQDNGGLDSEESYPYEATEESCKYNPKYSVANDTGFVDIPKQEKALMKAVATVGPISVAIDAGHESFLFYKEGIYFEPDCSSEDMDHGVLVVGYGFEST
# Target sequence (P07711 292-333 limits assumed): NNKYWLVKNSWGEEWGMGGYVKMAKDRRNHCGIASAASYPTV
# FXIa mix inh = FXIa protease inhibitors in compound pools, primary screen, biochemical, 10-compound mixtures. 0.19% of 62,000 active. purified FXIa, fluorogenic substrate, pooled mixtures. Coagulation factor XI (Homo sapiens), P03951. inhibition, % at 5 µM; in the data active means inhibition above about 20%, passing the limit was not always enough;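 further: each value is inhibition by a whole ten-compound pool holding the compound; 0% = enzyme with no mixture and 100% = wells lacking enzyme; strong numbers were not always called active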
# Target sequence (P03951 19-387 limits assumed): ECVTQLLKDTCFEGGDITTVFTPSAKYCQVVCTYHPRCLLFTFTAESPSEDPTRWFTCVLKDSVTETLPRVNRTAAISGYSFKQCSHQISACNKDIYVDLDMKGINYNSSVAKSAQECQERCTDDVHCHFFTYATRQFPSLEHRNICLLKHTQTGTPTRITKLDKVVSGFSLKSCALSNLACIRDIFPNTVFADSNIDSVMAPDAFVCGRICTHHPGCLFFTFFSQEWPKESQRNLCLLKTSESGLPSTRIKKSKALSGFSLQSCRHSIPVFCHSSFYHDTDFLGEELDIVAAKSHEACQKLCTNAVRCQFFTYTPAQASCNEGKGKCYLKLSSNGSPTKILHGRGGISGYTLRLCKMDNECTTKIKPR
# Target sequence (P03951 388-625 limits assumed): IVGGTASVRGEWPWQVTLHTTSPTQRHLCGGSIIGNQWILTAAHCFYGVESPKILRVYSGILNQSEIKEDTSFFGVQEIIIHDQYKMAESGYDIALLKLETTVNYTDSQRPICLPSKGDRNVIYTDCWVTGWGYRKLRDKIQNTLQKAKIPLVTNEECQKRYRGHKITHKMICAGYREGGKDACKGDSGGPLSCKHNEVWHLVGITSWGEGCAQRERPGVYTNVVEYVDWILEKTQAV
# CatG inh = human cathepsin G inhibitors, primary screen, biochemical, pooled compound mixtures, AMC fluorescence; purified enzyme, AMC-tetrapeptide fluorescence; P08311; 0.2% of 62,000 active; inhibition, % at 5 µM (by protocol); AID 581, 2007;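 active means inhibition above 20% in each of the two mixture wells holding the compound; inactive means inhibition of 20% or less in either well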;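 further: 0% = enzyme control without mixture and 100% = blank lacking enzyme; strong numbers were not always called active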
# An asterisk follows results filed as active; x = not tested or not shown. Not all compounds are listed (hit frequency here may not be typical).
# Each structure is followed by: CatG inh	CatL inh	FXIa mix inh	C1s inh	CatB inh	CatS inh	CatB mix inh	AP complement	Ec RNAP inh
- CC(C)C(=O)Nc1c2c(nc3c1CCC3)CCCC2
  9.4	-0.2	0.4	5.8	-1.6	-0.6	-4.4	-1.5	3.7
- COc1cc2c(cc1OC)C(C(=O)Nc1ccc3c(c1)OCCO3)C1c3ccccc3CCN1C2=O (centres undefined)
  5.2	6.7	4.6	-22.1	2.4	1.0	3.7	0.0	7.7
- COc1ccc(Nc2ncnc3nc[nH]c23)cc1OC
  11.5	-3.7	8.9	15.2	3.0	4.6	4.9	22.5	3.4
- COCc1[nH]nc2c1C(c1ccc(OC)c(OC)c1)C(C#N)=C(N)O2 (centres undefined)
  8.4	x	6.8	-8.2	3.4	3.7	-3.1	18.1	5.9
- O=C(c1ccccc1NS(=O)(=O)c1ccc(Br)s1)N1CCCC1
  5.2	x	-5.7	-11.3	3.8	6.2	0.1	7.5	7.2
- O=C(Nc1cnn(Cc2ccc(Cl)c(Cl)c2)c1)c1nc2ncccn2n1
  15.3	15.9	4.6	16.0	5.1	1.4	0.5	0.4	12.0
- COc1ccc(C)cc1-n1nnnc1SC/C(O)=C(\C#N)c1nc2ccccc2[nH]1
  14.6	12.8	9.3	15.0	-0.7	5.9	7.2	14.1	9.9
- Cc1nc(SCn2nnc3ccccc3c2=O)nc(C)c1C
  0.0	-8.0	1.4	2.2	0.9	2.2	1.3	5.0	2.9
- COc1ccc(CCNS(=O)(=O)c2cccc(S(=O)(=O)N3CCCC3)c2)cc1OC
  11.1	12.1	9.2	13.5	4.7	16.6	5.4	-1.1	7.9
- O=C(O)C1CCN(S(=O)(=O)N2CCOCC2)CC1
  11.4	5.2	-0.3	17.5	4.1	-5.8	5.1	7.3	2.3
- CCOC(=O)c1cnc(SC)nc1Nc1cccc(F)c1
  -11.0	x	-22.8	-33.9	x	-20.3	-5.4	24.7	x
- COc1cccc(-c2nn(-c3ccccc3)cc2C(=O)Nc2nccs2)c1
  -2.5	-11.1	6.4	-22.8	-3.8	5.3	-5.5	0.9	0.8
- Cc1ccc(-c2nn3nnnc3c3ccccc23)cc1
  11.2	-3.0	4.2	10.7	3.9	-2.0	2.7	8.2	6.7
- c1ccc(-c2nc3ccccc3s2)nc1
  -1.8	-0.3	-11.8	-65.6	3.8	-12.6	-9.1	21.6	-4.8
- O=S(=O)(c1cnc[nH]1)N1CCc2ccccc21
  0.7	11.7	8.4	-9.0	1.4	-2.6	0.5	3.6	-3.8
- Cc1noc(C(=O)NCc2cccnc2)c1Cl
  0.5	x	2.7	3.5	2.3	0.0	1.8	16.2	5.3
- O=c1sc2ccccc2n1COc1ccccc1
  7.8	7.5	6.1	13.3	x	-5.2	0.0	2.5	3.9
- Cn1c(=O)cc(SCC(=O)N2CCCC2)c2cc(Cl)ccc21
  7.8	2.2	-0.7	-2.6	5.8	1.4	1.3	22.6	6.3
- Cc1cccc(N2CCN(C(=O)c3ccc(N4CCCC4=O)cc3)CC2)c1C
  8.3	11.1	-3.1	-11.1	3.7	1.3	-0.1	-0.1	4.2
- CCc1noc(C)c1C(=O)NCCc1ccc(OC)c(OC)c1
  5.9	2.6	1.5	-13.7	3.9	-15.0	3.9	9.2	5.9
- Cc1nc2sc(C(c3ccc(Cl)cc3)N3CC(C)OC(C)C3)c(O)n2n1 (centres undefined)
  13.1	8.4	5.0	-29.0	4.3	2.0	-1.0	8.0	-1.7
- Cc1cccc(C)c1OCc1nnc(SCC(=O)Nc2nccs2)n1-c1ccccc1
  -1.9	7.4	5.4	-6.1	1.2	19.0	-1.0	12.9	5.3
- O=C(CC(C(=O)O)C1CCCO1)NCCc1ccc2c(c1)OCO2 (centres undefined)
  2.9	5.5	-4.8	-42.8	1.9	-4.5	-3.3	7.3	2.5
- COc1ccc(C(c2nnnn2C2CCCCC2)N2CCN(c3ccc(OC)cc3)CC2)cc1 (centres undefined)
  0.2	-9.0	9.4	-3.2	-1.8	-3.4	-6.0	1.2	-7.3
- CSc1ccccc1NC(=O)c1ccccc1N(C)S(C)(=O)=O
  9.3	-9.9	2.4	10.1	0.2	4.2	4.7	13.7	3.3
- CCOC(=O)Cn1c(C)c(Br)c(=O)c2cccc(C)c21
  -3.7	-3.0	6.4	2.0	6.3	12.9	4.7	-4.8	5.4
- CCOCCCNCC(=O)Nc1ccccc1N1CCOCC1
  33.0	17.3	10.1	2.7	6.7	19.5	0.3	-3.3	11.6
- O=C(Nc1ccc(N2CCOCC2)cc1)c1cc2ccccc2o1
  -17.3	-0.6	-9.9	-28.0	3.8	11.1	-2.0	-8.4	-8.0
- Cc1cc(C)cc(NC2=NC3(CCCCC3)N=C(N)N2)c1
  -0.1	20.7	8.3	-0.7	-2.5	1.7	4.3	10.8	7.2
- N#CC1=C(N)Oc2n[nH]c(-c3ccc(F)cc3)c2C1c1cccnc1 (centres undefined)
  7.8	-3.0	6.6	9.4	0.7	-6.8	1.5	8.1	2.8
- CCC1(C)Cc2c(sc3nc(NC)n(C)c(=O)c23)CO1 (centres undefined)
  7.2	10.5	0.2	-6.3	0.8	3.4	1.6	35.3*	1.3
- CCOC(=O)c1c(N)n[nH]c1-c1ccc(OC)cc1
  10.6	21.9	1.9	14.8	7.4	2.0	-1.5	2.5	3.6
- O=C(CSc1nc2scc(-c3ccco3)c2c(=O)n1-c1ccccc1)N1CCOCC1
  3.2	-2.6	6.0	-14.2	-2.1	-2.0	-2.2	8.3	3.5
- COc1ccc(C)c(Cn2c(-c3nonc3N)nc3ccccc32)c1
  8.1	15.0	3.5	9.3	45.2*	-0.3	19.5	16.0	9.0
- CCCN1CCN(CCCNC(=O)Cn2nc(-c3ccc(Cl)cc3)ccc2=O)CC1
  6.3	8.9	5.4	13.5	-0.9	-2.1	5.5	19.7	5.4
- COC(=O)c1ccccc1NC(=O)c1ccc(-c2ccccc2F)o1
  7.2	-9.2	9.1	1.0	2.1	-2.9	-3.5	4.0	3.3
- CC1CCCCN1c1nnc(N)s1 (centres undefined)
  0.0	4.6	-1.3	-4.6	4.5	-13.6	-3.6	3.7	7.9
- CC(C)c1nnc(NC(=O)C2CCCN2S(=O)(=O)c2ccc(Cl)cc2)s1 (centres undefined)
  5.2	-13.4	9.4	9.7	-2.3	3.6	6.2	3.1	4.3
- COc1cccc2[nH]c3c(N4CCCCC4)ncnc3c12
  9.0	-12.4	9.2	-2.4	6.8	-6.8	4.6	15.0	8.1
- CCc1nnc(NC(=O)CSc2nnc(-c3ccncc3)n2Cc2ccccc2)s1
  7.1	x	-3.3	2.6	-0.9	15.4	0.2	6.8	9.3
- CCc1ccc(CNc2ccc(O)cc2)cc1
  9.4	-14.7	0.5	2.8	0.1	2.3	-4.6	1.3	5.5
- Cc1ccc(NC(=O)NC2CCCCC2)cc1Cl
  14.2	7.2	12.5	-0.2	x	14.4	3.8	3.5	11.5
- COc1ccc(CN2CCN(C(=O)c3ccco3)CC2)cc1OCc1ccccc1
  7.7	7.6	-1.7	-5.6	-1.8	3.7	5.3	-3.0	1.3
- CC(=O)OCc1cc2cccc(C)c2[nH]c1=O
  -1.3	6.3	0.4	5.6	1.9	-1.5	2.1	2.6	9.1
- CC(=O)NC1(c2cccc(F)c2)CCN(C(=O)Nc2ccc(C#N)cc2)CC1
  6.3	x	2.9	-0.9	6.4	-1.8	1.6	19.6	3.4
- Cn1c(CNc2cccc(Cl)c2)nnc1SCC(=O)OC1CCCCC1
  10.5	5.7	6.5	11.9	2.1	-2.3	1.2	8.6	8.4
- Cc1cccc2cc(CN(Cc3ccc(F)cc3)C(=O)N(C)C)c3nnnn3c12
  9.7	-5.6	3.7	16.5	1.5	3.5	5.2	2.9	6.0
- O=C(C1CCCCC1)N(CCN1CCCC1)c1nc2ccccc2s1
  -1.1	-4.1	0.6	4.2	-0.5	3.9	0.9	2.3	6.5
- N#Cc1cc2c(=O)n3ccccc3nc2n(Cc2cccnc2)c1=N
  4.8	x	0.3	-42.4	-4.1	-1.8	-11.0	13.5	-3.4
- O=C(CN1C(=O)C2(OCCO2)c2ccccc21)c1ccc(F)cc1
  -1.9	-5.2	-6.2	-23.5	0.9	4.9	-2.3	-5.8	5.9
- COc1cc(C)nc(NS(=O)(=O)c2ccccc2)n1
  9.0	-7.2	6.8	22.1*	2.1	12.4	4.4	-1.5	x
- Cc1c(-c2ccccc2)nc(N)c(C#N)c1-c1ccco1
  -0.7	x	-19.3	-61.3	3.2	-3.4	-8.1	6.1	-1.4
- COC(=O)c1ccc(COC(=O)c2ccccn2)cc1
  16.1	15.2	5.5	13.5	3.2	0.9	7.8	26.0	8.9
- CCCCNC(=O)CCCCCNS(=O)(=O)c1ccc(OC)cc1
  11.7	5.2	-4.5	0.3	2.4	-0.4	2.4	6.4	4.1
- CCOC(=O)c1cc2c(=O)n3ccccc3nc2n(CC(C)C)c1=NC(=O)c1ccco1
  -14.8	-166.7	-20.1	-65.1	-0.2	-16.3	-2.4	13.1	-25.3
- CCOC(=O)CSc1nncc2ccc(OC)c(OC)c12
  5.9	x	0.2	0.9	4.1	-3.4	-3.2	13.9	x
- Cn1c(Cn2c(=O)sc3ccccc32)nnc1SCC(=O)Nc1ccc(F)cc1
  6.8	4.0	3.8	4.7	4.1	4.6	3.9	23.1	6.5
- CCOC(=O)N1CCC(NC(=O)C2CCCCN2S(=O)(=O)c2ccc(F)cc2)CC1 (centres undefined)
  -8.4	104.2*	-0.7	11.4	-2.5	-1.6	-6.3	-0.3	0.2
- Cc1cn(C2CC3OCC3O2)c(=O)[nH]c1=O (centres undefined)
  -7.6	7.6	-13.4	-9.4	8.0	6.2	-2.8	-6.9	3.4
- CCOc1ccccc1N(C(=O)c1snc(C(N)=O)c1N)C(C(=O)NC1CCCC1)c1ccco1 (centres undefined)
  0.1	-0.5	4.9	-3.9	4.7	14.8	1.6	-2.7	5.0

# Only FXIa mix inh and Ec RNAP inh (2 entries from above):
mol,FXIa mix inh,Ec RNAP inh
O=C(C1CCCCC1)N(CCN1CCCC1)c1nc2ccccc2s1,0.6,6.5
CC(=O)OCc1cc2cccc(C)c2[nH]c1=O,0.4,9.1

# (list continues)
# Each structure is followed by: CatG inh	CatL inh	FXIa mix inh	C1s inh	CatB inh	CatS inh	CatB mix inh	AP complement	Ec RNAP inh
- Cc1c(C)c2ccc(OCC(=O)N(C)C)c(C)c2oc1=O
  -17.3	-8.2	-9.9	-37.0	0.3	-6.9	-3.9	-15.6	-6.5
- COc1ccc(OC(C)C(=O)NC2CC(C)(C)NC(C)(C)C2)cc1 (centres undefined)
  4.7	-0.7	-1.4	-27.6	3.7	-8.7	-1.9	7.6	6.4
- COc1ccccc1-c1nnc(SCC(=O)Nc2nc(-c3ccccc3)cs2)n1C
  7.7	11.3	7.0	9.2	1.2	-2.5	1.3	3.8	3.2
- Cc1ccccc1OCC(=O)N(Cc1ccc(N(C)C)cc1)C1CCS(=O)(=O)C1 (centres undefined)
  0.2	-4.7	5.3	1.2	-1.8	-5.2	3.5	5.6	2.8

# Screening data: PubChem BioAssay, PCMD
